From PubChem
SENP8 block-1: SENP8 protease inhibitors, primary screen, biochemical, luminescence. Sentrin-specific protease 8 (Homo sapiens), Q96LD8. purified SENP8, Z-RLRGG-aminoluciferin cleavage. inhibition, % at 10 µM. 330,000 tested, 1.2% active. AID 2540, 2010; in the data active means inhibition above about 50%
Apaf1 inhib: inhibitors of human Apaf-1 apoptosome, primary screen, biochemical, DEVD-Rh110 fluorescence, uHTS; Apoptotic protease-activating factor 1 (Homo sapiens), O14727; reconstituted apoptosome caspase-3 activity; inhibition, % at 20 µM; 330,000 tested, 0.71% active; active means inhibition of at least 40% at 20 µM;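 further: plate controls were DMSO wells for no effect and DEVD-CHO caspase inhibitor wells for full effect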
Target sequence (O14727 whole entry, looked up): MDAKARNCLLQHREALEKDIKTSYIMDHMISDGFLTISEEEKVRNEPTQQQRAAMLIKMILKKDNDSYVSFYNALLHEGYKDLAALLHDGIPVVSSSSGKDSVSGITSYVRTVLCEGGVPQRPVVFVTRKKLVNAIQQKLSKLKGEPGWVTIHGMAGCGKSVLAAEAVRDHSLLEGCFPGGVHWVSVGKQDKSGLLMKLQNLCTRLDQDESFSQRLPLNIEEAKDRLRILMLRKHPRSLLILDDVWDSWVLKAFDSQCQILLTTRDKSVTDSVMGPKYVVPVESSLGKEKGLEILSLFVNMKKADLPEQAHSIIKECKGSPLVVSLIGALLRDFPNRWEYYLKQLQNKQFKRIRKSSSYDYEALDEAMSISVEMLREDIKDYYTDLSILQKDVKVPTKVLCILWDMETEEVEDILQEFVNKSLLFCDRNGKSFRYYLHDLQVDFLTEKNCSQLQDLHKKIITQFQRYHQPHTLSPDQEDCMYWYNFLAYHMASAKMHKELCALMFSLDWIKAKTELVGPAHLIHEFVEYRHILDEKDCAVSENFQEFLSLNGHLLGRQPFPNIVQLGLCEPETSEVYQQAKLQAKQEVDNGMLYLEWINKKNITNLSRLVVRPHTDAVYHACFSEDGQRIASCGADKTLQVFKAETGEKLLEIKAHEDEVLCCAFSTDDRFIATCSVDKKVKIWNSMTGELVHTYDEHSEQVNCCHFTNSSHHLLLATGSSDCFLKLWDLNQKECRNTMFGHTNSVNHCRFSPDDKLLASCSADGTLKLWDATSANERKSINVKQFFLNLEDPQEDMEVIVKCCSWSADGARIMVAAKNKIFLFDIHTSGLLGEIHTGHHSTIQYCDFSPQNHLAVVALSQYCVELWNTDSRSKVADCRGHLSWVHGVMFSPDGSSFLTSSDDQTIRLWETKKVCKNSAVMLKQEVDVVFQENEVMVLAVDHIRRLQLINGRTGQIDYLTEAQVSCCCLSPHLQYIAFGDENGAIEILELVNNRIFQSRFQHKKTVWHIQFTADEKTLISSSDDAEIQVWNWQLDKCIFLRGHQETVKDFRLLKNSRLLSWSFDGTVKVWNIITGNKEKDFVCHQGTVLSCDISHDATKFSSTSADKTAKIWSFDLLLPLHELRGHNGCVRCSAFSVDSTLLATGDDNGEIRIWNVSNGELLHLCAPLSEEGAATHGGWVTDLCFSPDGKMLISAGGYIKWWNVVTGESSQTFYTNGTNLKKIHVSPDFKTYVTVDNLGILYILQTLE
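System: reconstituted apoptosome with Apaf-1, cytochrome c, caspase-9, procaspase-3, dATP; Signal: Rh110 fluorescence intensity; Schedule: 30 min compound preincubation, 50 min activation, room temperature; Reagent: cytochrome c trigger plus (Z-DEVD)2-Rh110 caspase-3 substrate.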
SENP8 block-2: human SENP8 protease inhibitors, primary screen, biochemical, fluorescence, Nedd8 protein substrate, uHTS. recombinant SENP8. inhibition, % at 20 µM. Sentrin-specific protease 8 (Homo sapiens), Q96LD8. 360,000 tested, 0.64% active. AID 602440, 2012; in the data active means inhibition mostly above about 40%, no sharp cut-off; inactive means mostly below about 27%
HKDC1 inhibitor: HKDC1 hexokinase inhibitors, primary screen, biochemical, fluorescence, uHTS; 340,000 tested, 0.16% active; recombinant HKDC1, G6PDH/diaphorase resazurin coupled fluorescence; inhibition, % at 20 µM; Q2TB90;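 active means inhibition above about 35% when tested at 20 µM, limit read from the data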;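 further: plate controls were DMSO wells with enzyme for no effect and DMSO wells lacking enzyme for full effect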
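Assay system: in-house recombinant HK5 (HKDC1) enzyme. Input: HKDC1 at 5 µg/mL. Medium: Tris pH 8.0 buffer with MgCl2, Tween-20, BSA, BME. Dosing: single 20 µM dose. Schedule: 90 min reaction incubation at room temperature, dark. Signal: resazurin-to-resorufin fluorescence via G6PDH and diaphorase coupling, 525/613 nm. Controls: DMSO-enzyme wells negative, buffer-substituted wells positive.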
SENP6 block: SENP6 protease inhibitors, primary screen, biochemical, luminescence, uHTS | Recombinant SENP6 catalytic domain, aminoluciferin luminescence | 330,000 tested, 1.8% active | inhibition, % at 10 µM;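 active means inhibition above about 50% at the single tested dose, limit read from the data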;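 further: plate controls were DMSO wells with enzyme for no effect and DMSO wells lacking enzyme for full effect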
SENP1 FRET inh: human SENP1 catalytic domain inhibitors, primary screen, biochemical, FRET, uHTS | Sentrin-specific protease 1 (Homo sapiens), Q9P0U3 | recombinant SENP1 catalytic domain, CyPet-SUMO1-YPet FRET cleavage | inhibition, % at 10 µM | 360,000 tested, 0.21% active;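 active means inhibition at least 30% at 10 µM, raw YFP signal under a set limit, fluorescence ratio 0.5 to 1.5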;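 further: 0% = enzyme with DMSO and 100% = no enzyme wells; some results filed as inactive read as strong as hits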
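material = recombinant human SENP1 catalytic domain, His6-tagged | quantity = 20 pM enzyme | reagent = 25 nM SUMO1 FRET substrate | compound dosing = 10 µM single point, 0.5% DMSO | timing = 50 min enzyme reaction, room temperature, light-protected | detection = FRET, CFP and YFP emission | control set = no-enzyme low, enzyme-DMSO high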
PfG6PD inh: PfG6PD enzyme inhibitors, primary screen, biochemical, fluorescence intensity, uHTS; glucose-6-phosphate dehydrogenase-6-phosphogluconolactonase (Plasmodium falciparum 3D7); PfGluPho enzyme, NADPH resazurin-diaphorase fluorescence; inhibition, % at 20 µM; 350,000 tested, 0.78% active; AID 504690, 2011;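 active means inhibition reaching at least a set limit at 20 µM in the primary screen, cut at about 59% in these data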;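 further: 0% = DMSO wells with substrate and 100% = DMSO wells lacking glucose-6-phosphate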
SENP7 inh: SENP7 protease inhibitors, primary screen, biochemical, luminescence, uHTS; Sentrin-specific protease 7 (Homo sapiens), Q9BQF6; recombinant SENP7, Z-RLRGG-aminoluciferin luminescence, 40 min; inhibition, % at 5 µM; 330,000 tested, 1.5% active;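 active means inhibition above about 50% at the single test dose, limit read from the data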;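 further: plate controls were DMSO with enzyme for no effect and no enzyme buffer wells for full effect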
* marks the source's active call; other numbers are inactive results; / = not tested or not shown. Compounds were not picked by outcome. Share with any hit: about 3.6%.

Codes: A = SENP8 block-1; B = Apaf1 inhib; C = SENP8 block-2; D = HKDC1 inhibitor; E = SENP6 block; F = SENP1 FRET inh; G = PfG6PD inh; H = SENP7 inh
COc1cc(C(=O)Nc2scc(-c3ccc(Br)cc3)c2C(=O)O)cc(OC)c1OC
  A = 9	B = 16	C = -151	D = 14	E = 7	F = 0	G = 59*	H = 5
C=CCCC(=O)Nc1nc(C)c(-c2csc(Nc3cc(OC)ccc3OC)n2)s1
  A = -5	B = -6	C = -172	D = 1	E = -6	F = -6	G = 18	H = -2
Cc1cc(C)n2nc(SCC(=O)NCc3ccco3)nc2n1
  A = -2	B = -1	C = 13	D = 11	E = -19	F = 0	G = -7	H = -1
COc1cccc(NC(=S)NCc2ccccn2)c1
  A = 6	B = -5	C = -2	D = 5	E = -9	F = -5	G = 8	H = -1
CCN=C(NCC)SC1CC(=O)N(c2ccc(F)cc2)C1=O (configuration not stated)
  A = -2	B = -5	C = 13	D = -5	E = -3	F = 0	G = -4	H = 0
COc1ccc(C(=O)Nc2ccc(S(=O)(=O)Nc3nccc(C)n3)cc2)cc1OC
  A = -1	B = -2	C = 1	D = 6	E = -13	F = -5	G = -2	H = 0
Fc1ccc(Br)cc1/C=N/N1CCN(c2ccccc2)CC1
  A = -13	B = 6	C = 14	D = 2	E = -29	F = 1	G = 3	H = -19
C=CCn1c(O)c(N=NC(=O)c2ccccc2NS(=O)(=O)c2cccs2)c2ccccc21
  A = -1	B = 8	C = 30	D = -4	E = 6	F = 5	G = -13	H = 3
COc1ccc(CNC(=O)COc2ccc(S(=O)(=O)N3CCOCC3)cc2C)cc1
  A = 5	B = 2	C = 1	D = -7	E = 2	F = 1	G = -2	H = 0
Cc1ccc([N+](=O)[O-])c(OCC(O)CNC(C)(C)C)c1 (configuration not stated)
  A = -2	B = -2	C = 15	D = -7	E = -1	F = 4	G = -10	H = 3
Cc1ccc(N(C(=O)c2snc(C(N)=O)c2N)C(C(=O)NCC2CCCO2)c2ccc3ncccc3c2)cc1 (configuration not stated)
  A = 2	B = 8	C = -306	D = 4	E = 9	F = -28	G = -5	H = -4
Cc1cc(C)c2c(CN3CCOCC3)cc(=O)oc2c1
  A = 2	B = -19	C = 6	D = -2	E = -16	F = 0	G = 5	H = -3
N#CCOc1coc(CN2CCN(c3cccc(Cl)c3)CC2)cc1=O
  A = -11	B = -3	C = 9	D = 0	E = 7	F = -5	G = 0	H = 2
Cc1ccccc1NS(=O)(=O)c1ccc2[nH]c(=O)[nH]c2c1
  A = -4	B = 10	C = 13	D = 0	E = 0	F = -1	G = 1	H = -7
CCOC(=O)c1c(NC(=O)c2ccccc2Cl)sc2c1CCc1ccccc1-2
  A = -5	B = 6	C = -208	D = -1	E = 5	F = -4	G = 72*	H = -9
CN1CCN(C(=O)C2=C[C@H](c3ccc(C(F)(F)F)cc3)C[C@H](OCc3ccc(CO)cc3)O2)CC1
  A = 4	B = 11	C = 9	D = -1	E = -4	F = -1	G = 0	H = -1
CCN(C(=O)CSc1nc(C)c(C)c(C)n1)C1CCS(=O)(=O)C1 (configuration not stated)
  A = 7	B = -9	C = 16	D = -3	E = -29	F = 1	G = 5	H = 2
O=C(NC1CCCC1)C(c1ccsc1)N(C(=O)Cc1cccs1)c1cccc(F)c1 (configuration not stated)
  A = -11	B = 2	C = 13	D = -9	E = -24	F = 1	G = 7	H = 1
CN1CCC(N(C)S(=O)(=O)c2ccc(NC(=O)COc3ccc(Cl)cc3)cc2)CC1
  A = -3	B = 21	C = 10	D = -4	E = 1	F = 1	G = 13	H = 6
COC(=O)NCC(C)OC(=O)Nc1cccc(Cl)c1 (configuration not stated)
  A = -9	B = -4	C = 8	D = -5	E = -17	F = 1	G = 9	H = 11
CCOC(=O)CN1C(=O)Nc2ccc(Br)cc2C1c1ccccc1 (configuration not stated)
  A = 6	B = 22	C = 26	D = 7	E = 5	F = -1	G = -14	H = 6
NC(=O)c1sc2nc(-c3ccccc3)c3c(c2c1N)CCCC3
  A = -3	B = 2	C = -58	D = 4	E = -6	F = -27	G = 7	H = -4
COc1cc([N+](=O)[O-])cc(/C=N/NC(=O)CSc2nnc(-c3ccccc3)n2C)c1O
  A = -2	B = 0	C = /	D = -11	E = -7	F = /	G = -33	H = 1
O=C(NCCCN1CCN(C2CCCCC2)CC1)Nc1ccccc1C(F)(F)F
  A = 6	B = -3	C = 23	D = -1	E = -4	F = 7	G = -17	H = 5
O=C(/C=C/c1ccccc1)NC(=S)Nc1ccc2c3c(cccc13)CC2
  A = -2	B = 3	C = 14	D = -4	E = 5	F = -2	G = 3	H = -5
CCOc1cc(S(=O)(=O)N2CCCCC2)ccc1F
  A = -5	B = -13	C = 8	D = -9	E = 3	F = 1	G = -2	H = 6
Cc1ccc(S(=O)(=O)N2CCOCC2)cc1C(=O)N1CCN(S(=O)(=O)c2cccs2)CC1
  A = -1	B = -16	C = 12	D = 19	E = 3	F = 2	G = -13	H = 8
O=C(COC(=O)c1ccc([N+](=O)[O-])s1)Nc1ncc(C(F)(F)F)cc1Cl
  A = -7	B = 34	C = 10	D = -5	E = 71*	F = 1	G = 3	H = 10
O=S(=O)(Nc1nc2ccccc2s1)c1cnc(Cl)c(Br)c1
  A = 6	B = 2	C = 19	D = -3	E = 24	F = -4	G = -20	H = 13
O=C(CN1CCN(S(=O)(=O)c2ccccc2)CC1)NCc1ccccc1
  A = -6	B = 2	C = 8	D = 0	E = -7	F = 0	G = 20	H = -16
CC1(C2CC2)NC(=O)N(CC(=O)Nc2ccccc2C#N)C1=O (configuration not stated)
  A = 7	B = 3	C = 8	D = -2	E = 4	F = -1	G = -3	H = -11
O=C(O)C1C2C=CC(C2)C1C(=O)NCCC1=CCCCC1 (configuration not stated)
  A = -1	B = -9	C = 9	D = -3	E = -10	F = -4	G = -5	H = 5
CSc1cccc(NC(=O)c2cccc3cccnc23)c1
  A = 13	B = -73	C = 1	D = 1	E = 39	F = -3	G = 29	H = 4
CCn1c(SCC(=O)NC2CCCC2)nnc1-c1ccncc1
  A = 0	B = 3	C = 11	D = -3	E = -20	F = -1	G = -5	H = 1
CC(C)NS(=O)(=O)c1ccc(CCC(=O)N2CCCC2)cc1
  A = 3	B = -9	C = -5	D = -9	E = -11	F = 2	G = -9	H = -6
CC(C)c1ccc(NC(=O)N2CCOCC2)cc1
  A = -22	B = 12	C = 8	D = -4	E = -2	F = -2	G = -5	H = -17
CCCCOc1ccc(C(=O)OC(C)CN(C)C)cc1 (configuration not stated)
  A = -11	B = 12	C = 5	D = -2	E = -11	F = 1	G = -7	H = -5
N#Cc1ccc(C(=O)Nc2nc3ccccc3[nH]2)cc1
  A = 50*	B = 9	C = -33	D = 1	E = 69*	F = 0	G = -3	H = 73*
O=C(COC(=O)c1ccc(F)cc1F)NC(=O)Nc1ccc2c(c1)OCCO2
  A = -7	B = 6	C = 12	D = 6	E = 6	F = 1	G = 10	H = -2
CC1(/[N+]([O-])=C/c2ccc(Cl)cc2Cl)CCCCC1=O (configuration not stated)
  A = 6	B = -8	C = 46*	D = -3	E = 19	F = 2	G = -13	H = 5

In another format: entries from further up
SMILES,SENP8 block-1,Apaf1 inhib,SENP8 block-2,HKDC1 inhibitor,SENP6 block,SENP1 FRET inh,PfG6PD inh,SENP7 inh
O=C(COC(=O)c1ccc(F)cc1F)NC(=O)Nc1ccc2c(c1)OCCO2,-7,6,12,6,6,1,10,-2
CSc1cccc(NC(=O)c2cccc3cccnc23)c1,13,-73,1,1,39,-3,29,4
CC(C)c1ccc(NC(=O)N2CCOCC2)cc1,-22,12,8,-4,-2,-2,-5,-17

Other results:
Codes: A = SENP8 block-1; B = Apaf1 inhib; C = SENP8 block-2; D = HKDC1 inhibitor; E = SENP6 block; F = SENP1 FRET inh; G = PfG6PD inh; H = SENP7 inh
CC1=C(C(=O)N2CCOCC2)C(c2ccc(OC(F)F)cc2)NC(=S)N1c1ccccc1 (configuration not stated)
  A = -3	B = 16	C = 6	D = -5	E = -23	F = 1	G = 11	H = -9
O=C(Nc1cc(C(F)(F)F)ccc1N1CCOCC1)c1ccccc1
  A = -3	B = 14	C = 10	D = -1	E = -11	F = 2	G = -16	H = 0
COc1ccc(C(C)=O)cc1COC(=O)c1ccc(N)c([N+](=O)[O-])c1
  A = 0	B = 2	C = 24	D = 11	E = 6	F = -2	G = 8	H = 3
O=C(NCCCN1CCOCC1)c1ccc(NC(=O)C2COc3ccccc3O2)cc1 (configuration not stated)
  A = 6	B = 4	C = 0	D = -6	E = 8	F = -1	G = 10	H = 9
CSCCC1NC2(C(=O)Nc3c2ccc(Cl)c3C)[C@@H]2C(=O)N(C3CCCC3)C(=O)[C@H]12 (some centres not stated)
  A = -2	B = 16	C = 3	D = 3	E = 0	F = -3	G = 13	H = -7
COc1ccc(Nc2nc3cc(C)ccc3cc2C#N)c(OC)c1
  A = 2	B = 1	C = 16	D = -6	E = 5	F = -40	G = -5	H = 9
Cc1nc(SCc2nc3ccc([N+](=O)[O-])cc3[nH]2)c2oc3ccccc3c2n1
  A = -18	B = 12	C = 23	D = 1	E = -5	F = -2	G = 3	H = -7
CCCN1CCCC[C@H]1C(=O)Nc1c(C)cccc1C
  A = -3	B = 3	C = 7	D = 4	E = -3	F = -1	G = -17	H = 0
C/C(=N\NC(=O)c1cc2c(s1)CCC(C)C2)c1cccnc1 (configuration not stated)
  A = -9	B = 20	C = 7	D = -2	E = -12	F = -1	G = 28	H = 1
Cc1c(NC(=O)COc2cccc3c2OC(C)(C)C3)c(=O)n(-c2ccccc2)n1C
  A = 6	B = -13	C = 26	D = -6	E = 2	F = 3	G = 2	H = 1
CCN(CC)c1ccc(/C=C(/C#N)C(=O)NCc2ccccc2)o1
  A = -1	B = 0	C = 24	D = -7	E = -9	F = -26	G = 19	H = 0
COC(=O)Nc1nnc(-c2ccccc2Cl)s1
  A = 50	B = 2	C = -139	D = -7	E = 76*	F = -2	G = -1	H = 72*
C#CCOc1ccccc1/C=N/NC(=O)c1ccccc1OCc1ccccc1
  A = -10	B = 16	C = -9	D = -2	E = -2	F = 0	G = 37	H = 10
CCCCCN(C(=O)CCC(=O)OCC(=O)N(C)C1CCCCC1)c1c(N)n(CCCC)c(=O)[nH]c1=O
  A = -6	B = 8	C = 2	D = -7	E = 6	F = 2	G = -7	H = -5
CCCC(=O)Nc1nc(C)c(-c2csc(Nc3ccccc3OC)n2)s1
  A = 1	B = -16	C = -34	D = -2	E = 6	F = -5	G = 20	H = 13
CC(=O)Nc1ccc(N=NC2C(=O)N(C(N)=S)N=C2C)cc1 (configuration not stated)
  A = 61*	B = -8	C = 28	D = -10	E = 70*	F = 2	G = 5	H = 63*
COc1ccccc1NC(=O)Cn1nnc(C(=O)NCCc2ccccc2)c1N
  A = -5	B = -1	C = 1	D = -13	E = 0	F = 2	G = -3	H = -1
